Pf Dd2 inh = Plasmodium falciparum Dd2 growth inhibition; P. falciparum Dd2 growth, SYBR Green, 72 h; Potency, µM (top dose mostly 28.9 µM), for inactives: at the top dose activity, negative = inhibition, usual class: inhibitors; 120,000 compounds, 4.3% hits; AID 1347417; active means well fitted inhibition curve with a large enough effect; inconclusive means small, poorly fitted or top-dose-only effect; inactive means no such curve, though single readings can be large or run the other way;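 further: plate controls were DMSO vehicle for no effect and reference drug for full effect; nearly all actives have a fitted effect of over 65% in size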
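Readout: SYBR Green fluorescence, 485 nm excitation, 535 nm emission, after ~16 h lysis at 37C. Before that, Dd2-infected red cells (2.5% hematocrit) grew 72 h with compound, 29 uM top final concentration.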
An asterisk follows results filed as active; i = inactive; ? = inconclusive; [ ] = remark or other dose. Potency means the concentration at half of the fitted maximal effect.

smiles	Pf Dd2 inh
COc1ccccc1CNC(=O)C1CCN(c2nc3ccc(Cl)cc3[nH]2)CC1	i
O=C(O)C1(Oc2ccc3ccccc3c2)CCN(Cc2ccsc2)CC1	-0.2%
O=C1C2CN(Cc3ccncc3Cl)CCC2OCCN1Cc1ccccc1 (stereo not given)	i
CCOc1ccc(NC(=O)CSc2oc(-c3ccccc3)nc2S(=O)(=O)c2ccc(Cl)cc2)cc1	?
Cc1ccc(CN2C(=O)OC(c3cccc(NC(=O)Cc4ccccc4)c3)C2C(=O)NCC(C)C)cc1 (stereo not given)	?
Cc1noc(-c2cccc(OC3CN(C(=O)NC(C)C)C3)c2)n1	23.9%[5.79 µM]
O=C(c1ccccc1OCC1CCCN(Cc2nccs2)C1)N1CCCC1 (stereo not given)	-1.6%
O=C(c1ccc(Cl)cc1)N1CCC(c2n[nH]c(=O)n2-c2ccccc2)CC1	32.8%
CC(=O)N1CCOC(Cc2cccc(C(F)(F)F)c2)C1 (stereo not given)	-11.6%
CN(C(=O)Cn1ccn2nc(-c3ccccc3)c(CO)c2c1=O)c1ccccc1	i
Cc1cccc(-c2nc(CN3CCCC(C(=O)NCc4ccc(Cl)cc4)C3)c(C)o2)c1 (stereo not given)	-7.6%
Cc1nc(-c2cccs2)cc([C@H]2CN3CC[C@H]2C[C@@H]3CNS(C)(=O)=O)n1	i
COCCN(Cc1cnn(-c2ccccc2C)c1)CC1CC1	7.08µM*
COc1ccc(CNC(=O)[C@@H]2CCC[C@@H](NCc3cnn(C)c3)CN(C)C(=O)C2)cc1	-7.3%[44.1 µM]
COC(=O)C1CCN(S(=O)(=O)c2cc3c4c(c2)CC(=O)N4CCC3)CC1	?
O=C(NC[C@H]1O[C@@H](CC(=O)N2CCN(c3ccccn3)CC2)[C@H](O)[C@@H]1O)Nc1ccccc1	7.9%
CCCc1noc(-c2ccn3c(CNC(=O)c4cccc(C)c4)nnc3c2)n1	?
CCCn1c(CNC(=O)c2ccc(F)cc2)nc2ccccc21	-16.1%
COc1cccc(CNCCSc2nnnn2C)c1OCc1ccc(Cl)cc1Cl	i
CC1(Cc2ccc3c(c2)OCO3)CCC(=O)N(CCc2ccncc2)C1 (stereo not given)	-8.4%
CCN(CC)C(=O)[C@@H]1C[C@H](N)CN1C(=O)c1cc2ccccc2n(C)c1=O	-15.9%
Cc1ccc(C(=O)Nc2ccc3oc(-c4cc(Br)ccc4Cl)nc3c2)cc1	i
CNc1nccc(N2CCC(CC(=O)N3CCN(c4ccccc4C)CC3)CC2)n1	-39.9%
Cc1ccc(NC(=O)Cn2c(=O)n(Cc3ccc4c(c3)OCO4)c(=O)c3oc4ccccc4c32)cc1C	-21.6%
Cc1ccccc1CN1CC[C@H](c2nc3ccccc3s2)C1	?

Carrying on:
smiles	Pf Dd2 inh
C[C@@H](NC(=O)c1cnccn1)c1onc(-c2ccccc2)c1C(=O)O	-15.4%[44.1 µM]
COC[C@@H]1CN(S(=O)(=O)c2cccc(F)c2)C[C@H]1c1nc(C)no1	-6.4%
COc1ccc(CN(C)Cc2ncccc2C(=O)O)cc1	14.7%
CCCCc1nn2c(=O)cc(COC(=O)c3ccc(NC(=O)C4CCCCC4)cc3)nc2s1	i
O=C(Cn1c(=O)n(CC2CCCO2)c(=O)c2ccccc21)Nc1cccc(Cl)c1 (stereo not given)	13.7%
O=C(CSc1nc2c(c(=O)[nH]1)CN(Cc1ccc(F)cc1)CC2)Nc1cccc(C(F)(F)F)c1	11.5%
O=C(Nc1ccc(=O)n2c1[C@@H]1C[C@@H](CN(C(=O)Nc3ccc(F)cc3)C1)C2)c1ccco1	24.5%
Cc1cccc(C)c1OC(=O)CSc1nnc(-c2ccc3c(c2)OCO3)o1	12.1%
CC1CCCN(S(=O)(=O)c2ccc3c(c2)c(=O)nc2ccccn23)C1 (stereo not given)	i
CC1=C[C@@H](CN2CCC(C(N)=O)CC2)[C@H](C(C)C)C[C@H]1Cc1nnc(-c2ccccc2F)o1	i
CC(C)CN1Cc2ccccc2-n2ccnc2C12CCN(C(=O)c1ccoc1)CC2	?
COCCN1C(=O)CC[C@]2(C(=O)NCc3ccccc3C)CCCC[C@@H]12	-10.3%
CC(C)c1nc2c(c(-c3ccc(O)cc3)n1)CN(C(=O)c1ccc(C(F)(F)F)cc1)CC2	i
FC(F)(F)c1ccc(CNc2cc(Cl)nc3ccnn23)cc1	?
O=C(N[C@H]1[C@H](O)[C@H](O)C[C@@H]1c1ccc(C(F)(F)F)nc1)c1nc2ccccc2s1	i
O=C(Cn1ncc2c(Cl)cccc21)NCc1cccc(Br)c1	9.6%
COc1cccc(NC(=O)c2oc3ccccc3c2NC(=O)c2ccc(F)c(F)c2)c1	?
O=C(COc1ccc(F)cc1)N1CCCCC1c1nc(CCOCC2CCCC2)no1 (stereo not given)	-11.5%
CCOC(=O)c1c(S(=O)(=O)N2CCC(C(=O)NCc3ccccc3OC)CC2)c(C)n(C)c1C	i
O=C(c1ccc2ncccc2c1)N1CCC(N2C(=O)C(O)C23CCCCC3)CC1 (stereo not given)	?
CCCCC(=O)NC1(C(F)(F)F)C(=O)Nc2c1c(=O)[nH]c(=O)n2-c1ccc(F)cc1 (stereo not given)	1.5%
COC1C(=O)N(CC2CC2)C12CCN(C(=O)c1ccc(C)nc1)CC2 (stereo not given)	-16.8%
C#CCNC(=O)[C@@H]1Cc2cn(Cc3cccnc3)c3cccc(c23)[C@H](CC(C)C)N1	?
CC(CCc1ccccc1)Nc1ncnc2c1CN(C1CCNC1)C(=O)CN2C (stereo not given)	?
COCCNC(=O)c1ccc2c(c1)N(C)C(CC(=O)NC1CCOCC1)CO2 (stereo not given)	7.3%

Continued:
smiles	Pf Dd2 inh
Cc1ccc2onc(CNC(=O)N3CCN(c4cc(Cl)ccc4C)CC3)c2c1	-1.8%
O=C(O)CCn1ncc2cc(OC3CCN(C(=O)Oc4ccccc4Cl)CC3)ccc21	-12.8%
CC(=O)Nc1ccc(S(=O)(=O)NC[C@H]2C[C@@H]3CCN2C[C@@H]3c2cc(-c3ccc(N(C)C)cc3)nc(C)n2)cc1	?
COCc1noc(CN2CCN(C)C3(CCC(=O)N(CC4CC4)CC3)C2)n1 (stereo not given)	-11.7%
COc1ccc(CN2C(=O)N(c3ccc(C)cc3)C(=O)C2CC(=O)Nc2ccccc2)cc1OC (stereo not given)	86.0%[activator]
O=C(Nc1ccc(C(F)(F)F)cc1)N1CCCC1c1nncn1C1CCCC1 (stereo not given)	i
O=C(Cc1c(F)cccc1Cl)NC1CCc2nn(CC3CC3)c(=O)n2CC1 (stereo not given)	19.9%
Cc1ccc(C(=O)N2CCC3(C2)C(=O)Nc2ccccc23)cc1 (stereo not given)	-10.2%
O=C(Nc1ccc2nc(SCC(=O)N3CCCc4ccccc43)sc2c1)c1ccc(F)cc1	?
CC(c1ccccn1)N(C)Cc1ccc(S(C)(=O)=O)cc1 (stereo not given)	-10.2%
CC(C)c1noc(-c2cn(C3CCN(C(=O)c4cccc5[nH]ccc45)C3)nn2)n1 (stereo not given)	52.4%[activator]
Cc1c(Cl)cccc1-c1ccc(CNc2ccc3[nH]c(=O)[nH]c3c2)o1	-12.2%[0.594 µM]
O=C(O)c1ccc(C2CCCN(C(=O)CN3CCc4ccccc4C3)C2)cc1 (stereo not given)	-15.0%
O=C(c1ccc(F)cc1)n1nc(-c2cccnc2)nc1NCc1ccccc1	17.5%
NC(=O)CNC(=O)C1=C[C@@H](NC(=O)Nc2cccc(F)c2)[C@@H](O)[C@H](O)C1	0.6%[44.1 µM]
Cc1cc(O)c(C(c2cccc(F)c2)N2CCC(C)CC2)c(=O)n1Cc1ccco1 (stereo not given)	39.8%[activator]
Cn1nc(C(=O)N2CCc3nn(CC4CC4)c(=O)n3CC2)c2ccccc21	18.4%
CCOCCn1ccc2c(OCC(=O)Nc3cc(C)cc(C)c3)cccc2c1=O	34.9%
O=[S+]([O-])(c1cccnc1)N1CCNc2cnc(Nc3ccc(-n4ccnc4)cc3)nc2C1	?
O=C(c1cc2ccccc2o1)N1CCC2(CCCN(Cc3ccccc3F)C2)C1 (stereo not given)	i
OCC1CN(Cc2ccccc2)CC12CCN(C1CCC1)CC2 (stereo not given)	?
C=CCN(C)C(=O)[C@@H](C)C1CC[C@@]2(C)Cc3sc(NS(=O)(=O)c4ccc(Cl)cc4)nc3[C@@H](C)[C@@H]2[C@H]1O (stereo not given in full)	?
O=C(c1cccc(F)c1)N1CC2CC(C1)[C@H]1CCCC(=O)N1C2 (stereo not given in full)	5.6%
O=C(c1ccoc1)N1CCN(C(=O)c2nnn3c2COC(c2ccc(Cl)cc2)C3)CC1 (stereo not given)	i
Cc1noc(C)c1S(=O)(=O)N1CCCC(Cc2noc(-c3cccnc3)n2)C1 (stereo not given)	-13.8%

Exported field by field: part of the list above.
O=C(Nc1ccc2nc(SCC(=O)N3CCCc4ccccc43)sc2c1)c1ccc(F)cc1
- Pf Dd2 inh = ?
Cc1ccc2onc(CNC(=O)N3CCN(c4cc(Cl)ccc4C)CC3)c2c1
- Pf Dd2 inh = -1.8%

Next part:
smiles	Pf Dd2 inh
Cc1cc(C(=O)N2CCC(N3CC4CC(C3)[C@H]3CCCC(=O)N3C4)CC2)n(C)n1 (stereo not given in full)	3.1%
Cc1ccc([N+](=O)[O-])c(Oc2ncnc3c2oc2ccccc23)c1	-4.1%
COc1cc(/C=C/c2nc(C#N)c(NC(C)c3ccccc3)o2)cc(OC)c1OC (stereo not given)	?
Cc1ccccc1S(=O)(=O)N1CCC(CCC(=O)N(C)Cc2cccnc2)CC1	-17.6%
Cc1ccc(-c2nc3c(cnn3-c3ccccc3)c(=O)n2-c2ccc(Cl)cc2)cc1	i
O=S1(=O)c2ccccc2N(Cc2ccccc2Cl)c2ccccc21	i
CSCCC(NS(=O)(=O)c1ccc2c(c1)oc(=O)n2C)C(=O)NCc1ccccc1 (stereo not given)	39.9%
COc1ccc(-c2csc3nc(-c4ccc(C)cc4)oc(=O)c23)cc1OC	427.2%[activator][5.79 µM]
Cc1nnc([C@@H]2CC(F)(F)CN2C(=O)c2ccco2)o1	26.4%
COC(=O)c1sc2cccc(F)c2c1S(=O)(=O)NCc1ccc(Cl)cc1	i
CN(C)c1ccc(CN2CCOC[C@H]2c2ncc(-c3cccc(F)c3)[nH]2)cc1	?
CS(=O)(=O)Nc1ccc(C2(C(=O)NCc3cc(F)cc(F)c3)CCCCC2)cc1	i
Cc1noc(C)c1CC(=O)N1CCC(c2n[nH]c(=O)n2Cc2ccc(F)cc2)CC1	-23.1%
Cc1ccc(OCc2nc(-c3ccc(C(=O)N4CCN(c5cccc(C(F)(F)F)c5)CC4)cc3)oc2C)cc1	?
Cc1nc(-c2ccc(F)cc2)sc1CCNC(=O)c1ccc(OC(C)C)cc1	32.9%[activator]
CCc1ccc(C(=O)c2cn(CC(=O)Nc3ccc(OC)cc3)c3cc4c(cc3c2=O)OCO4)cc1	?
C=CCNC(=O)N[C@H]1CCN2C(=O)c3cc(-c4cccc(C)c4C)ccc3NC(=O)[C@@H]2C1	-20.8%[44.1 µM]
CCOC(=O)N1CCC(N2CCCCC(N)C2)CC1 (stereo not given)	4.9%
Fc1ccc2c(c1)nc1n2[C@@H](CNCc2ccccc2)COC1	?
Cc1cccc(CS(=O)(=O)CC2Nc3ccc(C(=O)NCc4ccccc4)cc3NC2=O)c1 (stereo not given)	-28.7%
COc1ccc(Nc2cc3c(cn2)CN(Cc2ccncc2)CCN3)cc1OC	?
COc1ccc(N2CCN(C(=O)c3cnn(-c4ccc(OC)cc4)c3C3CCN(C(=O)OC(C)(C)C)CC3)CC2)cc1	?
O=c1[nH]c(C2CCCN(Cc3ccc(C(F)(F)F)cc3)C2)nn1-c1ccccc1 (stereo not given)	-20.0%
O=C(N[C@H]1[C@H](O)[C@H](O)C[C@@H]1c1ccc(N2CCOCC2)nc1)c1ccc2c(c1)OCCO2	11.4%
O=C(O)COCC(=O)N[C@H]1CCN2C(=O)c3ccc(Cl)cc3NC(=O)[C@H]12	-12.8%[44.1 µM]

Among those listed so far, these have a thiophene ring, fused or not:
smiles	Pf Dd2 inh
O=C(O)C1(Oc2ccc3ccccc3c2)CCN(Cc2ccsc2)CC1	-0.2%
Cc1nc(-c2cccs2)cc([C@H]2CN3CC[C@H]2C[C@@H]3CNS(C)(=O)=O)n1	i
COc1ccc(-c2csc3nc(-c4ccc(C)cc4)oc(=O)c23)cc1OC	427.2%[activator][5.79 µM]
COC(=O)c1sc2cccc(F)c2c1S(=O)(=O)NCc1ccc(Cl)cc1	i

Remaining list, next part
smiles	Pf Dd2 inh
Cc1ccccc1CC(=O)NCc1nnc2ccc(-c3ccccc3)nn12	0.6%
COc1ccc(CCC(=O)N2CCC(N3CC(OC)C34CCOCC4)CC2)cc1 (stereo not given)	i
O=C(C1CCC1)N1CC2CC(C1)[C@H]1CCCC(=O)N1C2 (stereo not given in full)	5.6%
Cc1ccc(C(C)C)c(OCC(=O)N2CCC(c3nc4ccccc4o3)CC2)c1	17.3%
CC(C)(C)C(=O)N1CCC2(COc3ncccc3[S+](=O)([O-])N2)C1 (stereo not given)	47.1%[activator]
COc1ccc(-c2nc(SCC(=O)NCC3CCCO3)c(-c3ccc(C)cc3)[nH]2)cc1OC (stereo not given)	?

Screens (PubChem BioAssay)

An excerpt; rates above refer to the full screens.
